# Pin1 inhibitor: human Pin1 inhibition; Pin1 FP peptide displacement, HiFluor488, 10 min; Potency, µM (top dose mostly 115 µM), inactives show at the top dose activity, negative = inhibition, usual class: inhibitors; 0.009% of 390,000 active; active means well fitted inhibition curve with a large enough effect in the polarisation, with a control signal flat, not every such curve was filed as active; inconclusive means small, poorly fitted or top-dose-only effect, or effect the other way, or a change in a side signal; inactive means no such curve, though single readings can be large or run the other way; the % refers to the polarisation; further: on the % scale 0 is the no-effect control and ±100 the full control effect
# Target sequence (Q13526 whole entry, looked up): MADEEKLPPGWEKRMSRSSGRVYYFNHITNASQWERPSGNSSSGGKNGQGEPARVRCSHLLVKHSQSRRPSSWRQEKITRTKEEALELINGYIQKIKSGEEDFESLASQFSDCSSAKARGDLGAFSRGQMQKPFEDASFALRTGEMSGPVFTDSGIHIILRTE
# POLI inh: inhibitors of human DNA polymerase iota; 1% of 390,000 active; Potency, µM (series often up to 115 µM), inactives show at the top dose activity, negative = inhibition, actives largely listed as inhibitors; Pol iota fluorescent replication assay, 10 min; AID 588590; Q9UNA4
#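 Fluorescent replication assay read twice, at 0 min and 10 min after adding 50 nM (final) substrate. Enzyme (10 nM) and compounds were first incubated 15 min at room temperature; enzyme-free buffer wells were negative controls.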
# G9a block: blocks human histone lysine methyltransferase G9a; Q96KQ7; G9a H3K9 monomethylation, AlphaScreen, 2 h; Potency, µM (highest dose often 102 µM), inactives show top-dose activity, negative = inhibition, actives largely listed as inhibitors; 8.8% of 350,000 active; AID 504332; further: on the % scale 0 is the no-effect control and ±100 the full control effect; nearly all actives have a fitted effect of over 75% in size
# Target sequence (Q96KQ7 913-1193 limits assumed): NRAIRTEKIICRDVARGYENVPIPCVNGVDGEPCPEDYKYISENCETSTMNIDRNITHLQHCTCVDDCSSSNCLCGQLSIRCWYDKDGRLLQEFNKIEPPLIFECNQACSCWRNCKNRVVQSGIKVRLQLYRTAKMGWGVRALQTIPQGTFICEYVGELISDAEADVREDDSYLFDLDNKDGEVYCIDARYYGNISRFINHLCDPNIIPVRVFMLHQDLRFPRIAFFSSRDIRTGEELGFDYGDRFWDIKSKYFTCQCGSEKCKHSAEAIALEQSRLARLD
#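 AlphaScreen read-out: biotin-H3K9 peptide (500 nM) methylation by 20 nM enzyme with 20 uM SAM, 2 h at room temperature after 15 min compound preincubation; anti-monomethyl H3K9 antibody plus donor/acceptor beads, 10 min dark.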
# Tb PGK inh: T. brucei PGK inhibition; 0.043% of 380,000 active; Potency, µM (top dose mostly 57.5 µM), for the others: top-dose activity change, negative = inhibition, usual class: inhibitors; PGK/GAPDH coupled, Kinase-Glo luminescence, 60 min; P07378; further: on the % scale 0 is the no-effect control and ±100 the full control effect; nearly all actives have a fitted effect of over 60% in size
# Target sequence (P07378 whole entry, looked up): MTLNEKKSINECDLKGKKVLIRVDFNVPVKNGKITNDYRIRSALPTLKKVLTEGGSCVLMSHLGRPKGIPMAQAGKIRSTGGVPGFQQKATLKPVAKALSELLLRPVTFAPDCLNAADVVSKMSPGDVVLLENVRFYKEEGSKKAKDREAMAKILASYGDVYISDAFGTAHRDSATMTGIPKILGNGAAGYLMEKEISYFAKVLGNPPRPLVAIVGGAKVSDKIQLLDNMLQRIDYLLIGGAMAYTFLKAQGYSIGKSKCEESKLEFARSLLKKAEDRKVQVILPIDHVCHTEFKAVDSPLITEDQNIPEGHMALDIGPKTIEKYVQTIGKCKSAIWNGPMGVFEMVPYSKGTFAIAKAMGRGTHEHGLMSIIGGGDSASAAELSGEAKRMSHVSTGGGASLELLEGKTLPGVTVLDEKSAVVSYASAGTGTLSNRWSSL
#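 Luminescent ATP detection (Kinase-Glo Plus) follows a 60-minute room-temperature incubation, with wells lacking PGK as controls. Buffer: 100 mM TEA (pH 7.6), 5 mM MgCl2, 0.01% Tween-20. Coupling enzyme GAPDH (100 nM final) supplies unstable 1,3-BPG in-well.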
# GLS inh: inhibitors of human glutaminase (GLS) | O94925 | GLS enzymatic activity, qHTS titration | Potency, µM (series often up to 45.5 µM), without a hit: at the highest dose activity change, negative = inhibition, actives largely listed as inhibitors | 0.21% of 410,000 active; further: on the % scale 0 is the no-effect control and ±100 the full control effect
#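 Glutamate formation by hKGA was monitored fluorometrically using coupled glutamate oxidase, HRP and Amplex Red. Substrate was added as 1 mM L-glutamine solution; incubation was 30 min at RT after an initial read.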
# BAZ2B inh: BAZ2B (human) inhibition. Q9UIF8. AlphaScreen BAZ2B-H3K14Ac peptide displacement. Potency, µM (doses to about 114 µM), without a hit: at the highest dose activity change, negative = inhibition, most hits filed as inhibitors. 4.4% of 360,000 active. AID 504333; further: on the % scale 0 is the no-effect control and ±100 the full control effect; nearly all actives have a fitted effect of over 60% in size
#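 AlphaScreen displacement: compounds (up to 110uM) incubated 30 min at room temperature with a preformed 50 nM BAZ2B/50 nM biotinylated H3K14Ac peptide complex in PBS pH 7.4 with Tween-20. Donor and acceptor beads at 10 ug/mL final added, 20 min light-protected before reading.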
# JMJD2A Tudor: JMJD2A Tudor domain (human) inhibition; O75164; AlphaScreen JMJD2A-Tudor / H3K4me3 peptide binding; Potency, µM (top dose mostly 114 µM), for the others: at the highest dose activity change, negative = inhibition, usual class: inhibitors; 4.4% of 390,000 active; further: on the % scale 0 is the no-effect control and ±100 the full control effect; nearly all actives have a fitted effect of over 50% in size
# BLM helicase inh: Bloom syndrome helicase (human) inhibition | recombinant BLM DNA unwinding, fluorescence dequenching | P54132 | Potency, µM (series often up to 56.1 µM), inactives show at the top dose activity change, negative = inhibition, actives largely listed as inhibitors | 0.2% of 350,000 active;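 further: plate controls were vehicle for no effect and no enzyme for full effect; nearly all actives have a fitted effect of over 35% in size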
# HP1b binding inh: HP1-beta chromodomain-methylated histone interaction inhibition | P83916 | AlphaScreen HP1-beta / biotin-H3K9me3 peptide binding | Potency, µM (doses to about 114 µM), for inactives: at the top dose activity change, negative = inhibition, actives largely listed as inhibitors | 0.56% of 390,000 active | AID 540317; further: nearly all actives have a fitted effect of over 70% in size; inactives centre near 23
# Target sequence (P83916 whole entry, looked up): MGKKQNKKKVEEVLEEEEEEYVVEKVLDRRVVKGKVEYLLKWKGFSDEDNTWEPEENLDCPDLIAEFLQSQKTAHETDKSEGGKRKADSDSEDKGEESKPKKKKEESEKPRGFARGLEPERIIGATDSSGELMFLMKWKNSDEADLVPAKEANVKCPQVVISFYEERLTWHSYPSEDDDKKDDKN
#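 HP1-beta protein (50 nM final) preincubated 30 min at room temperature with biotinylated H3(1-18)K9me3 peptide (50 nM) in PBS pH 7.4, 0.01% Tween-20, then compound added for 30 min. AlphaScreen streptavidin donor/nickel chelate acceptor beads (10 ug/mL final), 30 min dark, luminescence read.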
# * hit, by the source's call; i = inactive; ? = inconclusive; . = not tested or not shown; & = joins results of further samples; [ ] = remark or other dose. Unless noted, the call rests on the fitted dose curve; in most records, active means well fitted curve in the direction sought with a large enough effect; inconclusive means small, poorly fitted or top-dose-only effect, or another doubt; inactive means no such curve, though single readings can be large; an effect the other way counts as inactive or inconclusive. Potency means the concentration at half of the fitted maximal effect. Only part of the results is shown, so the mix of outcomes need not match the whole.
Pin1 inhibitor | BAZ2B inh | BLM helicase inh | POLI inh | Tb PGK inh | GLS inh | HP1b binding inh | G9a block | JMJD2A Tudor | mol
5% | -18% | 1% | 21% | -3% | -3% | 10%[57 µM] | 40% | -4% | COc1ccc(C(CCN)Cc2ccccc2)cc1 (centres undefined)
-6%&-1% | 0%&0% | 2%&3% | ? | -10% | -1%&8% | 10%&11% | 11%[59 µM] | -8%&-13% | Cc1ccc(CNC(=O)C2(c3cccs3)CCOCC2)cc1
-6% | -1% | -3% | 15% | -15% | -4% | 27% | 7% | -9% | Cc1ccc(-n2c(=S)sc3c(=O)n(-c4ccccc4C)c(SCC(=O)O)nc32)cc1C
-2% | -26% | 1% | -4% | -1% | 0% | 21% | 17% | -1% | CC(C)(C)OC(=O)N[C@@H](Cc1ccccc1)C(=O)N[C@@H](CO)[C@H](O)[C@@H]1C[C@@H]1C(=O)N1CCCC1
-1% | -1% | 1% | 17% | 10% | 2% | 36%[activator] | 16%[2.33 µM] | 1%[57.1 µM] | N#CNC(N)=Nc1cccc(Cl)c1
-3% | 0% | 0% | 60%[activator] | i | 15% | 21% | 6%[12.7 µM] | 1% | COc1ccccc1NC(=S)N(CCN(C)C)C(C)c1ccncc1 (centres undefined)
0% | 8% | -9% | -3% | i | 9% | 39%[activator] | -4% | 8% | Cc1ccc(C(=O)Nc2ccccc2N2CCCCC2)o1
3% | . | . | 13% | -4% | -15% | 13% | . | -23% | COc1ccc(C2=CSC3=NCCN23)cc1Br
-2% | -16% | 1% | 41%[activator] | -3% | -14% | 12%[57 µM] | 20% | 2% | O=C(NCCCN1CCOCC1)c1cc(-c2ccccc2F)no1
3% | -1% | -6% | 25% | i | -6% | 19% | -2% | -11% | Cc1ccc(OC(C)C(=O)N2CC(=O)Nc3ccccc32)c(C)c1 (centres undefined)
3% | 2% | . | 13% | -4% | 2% | 30% | 1%[2.33 µM] | -12% | O=C1CN(C(=O)COC(=O)c2cccs2)c2ccccc2N1
2% | ? | -6% | 19% | 6% | 7% | 7% | -4% | -20% | CCc1ccc(-c2csc3ncn(CC(=O)NCc4ccco4)c(=O)c23)cc1
3% | 9% | 3% | 35%[activator] | 3% | 6% | -10% | 8%[59 µM] | -15% | CC(=O)c1cccc(N(CC(=O)NC2CCCCC2)C(=O)CNC(=O)c2cccs2)c1
-1% | 1% | -2% | -7% | -2% | 5% | 32%[activator] | 7%[12.7 µM] | 0% | O=C(c1ccc(S(=O)(=O)N2CCCC2)cc1)N(Cc1ccco1)C1CCS(=O)(=O)C1 (centres undefined)
-3% | -1% | -2% | 5% | 1% | 9% | 32% | ? | 0% | Clc1ccc(C=NC23CN4CN(CN(C4)C2)C3)cc1
7% | -30% | -18% | ? | -7% | -5% | 16% | -19% | -17% | O=C(CCN1C(=O)/C(=C/c2ccc(F)cc2)SC1=S)Nc1cc([N+](=O)[O-])ccc1O
18% | -34% | -5% | 10% | 2% | 2% | 36% | -1%[0.501 µM] | -13% | Cc1cc(NC(=O)c2ccccc2NS(=O)(=O)c2c(C)c(C)cc(C)c2C)no1
3% | . | . | -11% | -5% | 1% | 26% | . | 20µM* | CC1CC(C)(C)CC2(C1)NC(=O)N(CC(=O)N1CCN(S(=O)(=O)c3ccc(F)c(F)c3F)CC1)C2=O (centres undefined)
-2% | 1% | 6% | 19% | i | -1% | 15% | 2% | -17% | CC(=O)Nc1ccc(S(C)(=O)=O)c(C)c1
-1% | ? | -8% | ? | -1% | 4% | 44%[activator] | 16µM* | -21% | COc1ccccc1NC(=O)c1ccc(N2CC3CC(C2)c2cccc(=O)n2C3)c(NC(=O)c2cccnc2)c1 (centres undefined)
-5% | 0% | 0% | -1% | -2% | 2% | 25% | 19% | -12% | C=CCN1CC(=O)N2Cc3[nH]c4ccccc4c3C[C@H]2C1=O
0% | 3% | . | 7% | 0% | 3% | 37% | 22%[2.33 µM] | -9% | CC(Oc1ccc(Cl)cc1Cl)C(=O)OCC(=O)c1c(N)n(C)c(=O)n(C)c1=O (centres undefined)
? | -13% | -8% | -4% | . | 0% | 36% | -7% | ? | COc1ccc(C(CCNCc2ccc(OC(C)C)cc2)c2ccccc2OC)cc1 (centres undefined)
7% | 4% | 3% | 36%[activator] | i | -1% | 23% | -42%[59 µM] | -4% | CCOc1ccc(S(=O)(=O)NCCc2csc3nc(-c4ccc(F)cc4)nn23)cc1
0% | -32% | -2% | 26% | -11% | 13% | -5% | ? | ? | COc1ccc(N2CCN(C3C(=O)c4ccccc4N3C(C)=O)CC2)cc1 (centres undefined)
0% | -1% | -2% | 23% | 8% | -1% | 17% | 3% | -10% | C=CCOC(=O)c1ccc(-n2cnc(C)n2)nc1
4% | 11% | 1% | 90%[activator] | 2% | ? | -5% | 24% | ? | COc1ccc([N+](=O)[O-])cc1N(CC(=O)N1CCN(Cc2ccccc2)CC1)S(C)(=O)=O
1% | -8% | -4% | 93%[activator] | 1% | -2% | 64%[activator] | 33%[activator] | 13% | Cc1ccc(Sc2ncccc2COC(=O)NC(C)C)cc1
-5% | 0% | -7% | -7% | -7% | -1% | 18% | 3%[59 µM] | -24% | Cc1nnc(SC(C)C(=O)Nc2ccc(S(=O)(=O)N3CCCCCC3)cc2)s1 (centres undefined)
-4% | 0% | -2% | ? | -5% | -3% | 17% | ? | -1% | Cc1c(S(=O)(=O)N2CCN(C(=O)c3ccco3)CC2)c(=O)n(C)c(=O)n1C
-4% | -24% | -1% | -4% | -2% | 7% | -1%[57 µM] | -14%[59 µM] | -15% | Cc1ccc(/C=C/c2onc(C)c2S(=O)(=O)N2CCC(C(=O)Nc3ccc(C)c(N(C)C)c3)CC2)cc1
-12% | -3% | -4% | -23% | 7% | -3% | 45%[activator] | -25%[59 µM] | -10% | Cc1cc(-c2ccc(C)c(S(=O)(=O)Nc3ccccc3C(F)(F)F)c2)on1
5% | 4% | -3% | 7% | i | 0% | 40%[activator] | 10µM* | -6% | CCOC(=O)c1ccc(N2C(=O)CC(N3CCCC(C)C3)C2=O)cc1 (centres undefined)
4% | ? | 0% | ? | -5% | ? | ? | 0.56µM* | 14µM* | c1cc(SSc2ccncc2)ccn1
-12% | -14% | -4% | 5% | i | -5% | -9% | ? | -15% | Cc1cc(OCC(=O)Nc2nc3c(s2)CCCC3)cc(C)c1Cl
6% | . | . | 15% | -3% | -14% | ? | . | 22µM* | COc1cccc(CNCC(=O)NC(=O)NC2CCCC2)c1
-5% | -27% | -1% | 29% | -7% | 8% | 27% | 8%[12.7 µM] | -22%[57.1 µM] | O=[N+]([O-])c1cccc(-n2nnnc2CN2CCCCCC2)c1
-5% | 14% | . | 13% | -7% | 2% | 31% | ? | -4% | COc1ccc(C(=O)NCc2ccncc2)cc1S(=O)(=O)N1CCOCC1
5% | 1% | 2% | -11% | -8% | 2% | 48%[activator] | 22%[59 µM] | -18% | CCOc1ccc2nc(NC(=O)C3CCCN(S(=O)(=O)c4c(C)noc4C)C3)sc2c1 (centres undefined)
-1% | ? | -1% | 4% | i | -1% | -10%[57 µM] | -37% | ? | CN(Cc1cn(C)nc1-c1ccc(Oc2ccccc2)cc1)Cc1cnc2ccccn12
3% | 4% | . | -24% | 3% | 20% | 34% | 2%[12.7 µM] | -8% | Nc1nnc(SCC(=O)NNC(=O)c2ccc([N+](=O)[O-])cc2)s1
-6% | -15%[57.1 µM] | -12% | 0%[58.9 µM] | -2% | -6% | 23% | -7% | -3% | Cc1nn(Cc2c(F)c(F)c(F)c(F)c2F)c(C)c1NC(=O)c1ccc(COc2ccc(F)cc2)o1
6% | -1% | -6% | 4%[58.9 µM] | 4% | 8% | 30% | -28%[59 µM] | -6% | CC(C)(C)OC(=O)N[C@@H](Cc1ccccc1)c1nnc(SCC(=O)c2ccc(Cl)cc2)o1
1% | 2% | -5% | 24% | -1% | -1% | 32% | . | -17% | COc1ccccc1CC(=O)Nc1cccc(C(=O)Nc2nccs2)c1
-2% | -8% | -2% | 101%[activator] | -4% | 1% | 8% | 3% | -8% | O/N=C\c1cccn1-c1nccs1
-3% | -5% | -5% | ? | 3% | -4% | -19% | 0%[59 µM] | 15%[11.4 µM] | O=C(Oc1ccccc1N1C(=O)CCC1=O)c1ccco1
-7% | 97%[activator] | -13% | 94%[activator] | -3% | 2% | 132%[activator] | 48%[59 µM] | 86%[activator] | CCCCCCCOC(=O)c1nc(Cl)c(Cl)c(N)c1Cl
-9% | 36%[activator] | 0% | 15% | -2% | -2% | 90%[activator] | ? | 18% | Cc1cc(C)nc(SCc2ccc3nonc3c2)n1
1% | 11% | -2% | 7% | -3% | 0% | 59%[activator] | -35%[59 µM] | -10% | C=CCn1c(COc2ccccc2)nnc1SCC(=O)NCC(=O)OCC
1% | -14% | -7% | 217%[activator] | -2% | 5% | 11% | -1% | -16% | C/C(=N\NC(N)=O)C1CC(Cc2ccccc2)C(=O)O1 (centres undefined)
0% | 0% | -1% | 20% | i | -13% | 57%[activator] | 6%[59 µM] | -20% | COc1cc(NC(=O)c2cc(Cl)ccc2Cl)ccc1NC(=O)c1cc2ccccc2o1
4% | . | . | 75%[activator] | 8% | 0% | 37% | . | 10% | CCOC(=O)C1(C#N)Cc2ccccc2C1
1% | -10% | 0% | 2% | 7% | 13% | 13% | 4%[59 µM] | -19% | Cc1cccc(Cn2c(NCC(C)O)nc3c2c(=O)n(C)c(=O)n3C)c1 (centres undefined)
-2% | 6% | 2% | -5% | -10% | -9% | 32% | -8%[59 µM] | -25% | COc1ccc(C(=O)NCc2ccccn2)cc1
3% | 12% | 2% | 14% | i | -14% | 50%[activator] | 9% | -1% | O=C(NCCCN1CCOCC1)C1CCC(=O)N1CCc1ccccc1 (centres undefined)

# Just JMJD2A Tudor (four entries from above):
smiles | JMJD2A Tudor
Cc1nnc(SC(C)C(=O)Nc2ccc(S(=O)(=O)N3CCCCCC3)cc2)s1 (centres undefined) | -24%
Cc1c(S(=O)(=O)N2CCN(C(=O)c3ccco3)CC2)c(=O)n(C)c(=O)n1C | -1%
Cc1ccc(/C=C/c2onc(C)c2S(=O)(=O)N2CCC(C(=O)Nc3ccc(C)c(N(C)C)c3)CC2)cc1 | -15%
Cc1cc(-c2ccc(C)c(S(=O)(=O)Nc3ccccc3C(F)(F)F)c2)on1 | -10%

# Screening data (PubChem BioAssay)
